Bioassay records from PubChem.
CCHF vOTU inh – blocks the CCHF virus ovarian tumor domain protease. hit rate 0.55% among 370,000. AID 651958. inhibition, % at 11.5 µM. CCHFV vOTU protease, Pep-AMC fluorescence; in the data active means inhibition above about 30%; further: 0% = vehicle wells with enzyme and 100% = no enzyme wells
BoNT F protease – blocks Botulinum neurotoxin F light chain protease. Multiplex microsphere protease cleavage assay, flow cytometry. inhibition, % at 10 µM. hit rate 0.22% among 360,000; in the data active means inhibition above about 35%, passing the limit was not always enough; inconclusive means no clear call, values can overlap the other calls; further: plate controls were buffer without enzyme for full effect and enzyme alone for no effect
BoNT A protease – inhibitors of Botulinum neurotoxin A light chain protease; multiplex microsphere protease substrate cleavage, flow cytometry; inhibition, % at 10 µM; hit rate 0.17% among 360,000; AID 588499; further: plate controls were buffer without enzyme for full effect and enzyme alone for no effect
Y pestis TopoI – inhibitors of Yersinia pestis topoisomerase I; Y. pestis Topo-I cleavage product accumulation, plate reader; activity, % at 10 µM; hit rate 0.064% among 360,000; AID 504884; in the data active means activity above about 50%, passing the limit was not always enough; inconclusive means no clear call, values can overlap the other calls; further: inactives centre near 2
FadD28 FP inh – inhibitors of Mycobacterium tuberculosis FadD28 bisubstrate binding. FadD28 bisubstrate probe binding, fluorescence polarization. hit rate 0.22% among 360,000. inhibition, % at 12.5 µM. AID 588549; in the data active means inhibition above about 8.5%, passing the limit was not always enough; inconclusive means no clear call, values can overlap the other calls
TcdB GH inh – blocks C. difficile toxin B glycohydrolase activity; TcdB glycohydrolase enzymatic assay, plate reader; inhibition, % at 9.99 µM; hit rate 0.24% among 350,000; AID 652162; in the data active means inhibition above about 10%
PrPC TRFRET – cell surface PrPC inhibition, primary TR-FRET screen | P04156 | TR-FRET read-out | inhibition, % at 13.8 µM | hit rate 0.43% among 370,000; in the data active means inhibition above about 24%; further: 0% = median of the test wells and 100% = reference compound wells
PfHsp40 rescue – rescue of PfHsp40-mediated yeast toxicity; S. cerevisiae expressing PfHsp40, growth rescue, ATP luminescence; hit rate 0.68% among 340,000; growth rescue, % at 12.5 µM; AID 504582; in the data active means growth rescue above about 28%, passing the limit was not always enough; inconclusive means no clear call, values can overlap the other calls;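 further: yeast W303a lacking pdr1 and pdr3 grown in galactose medium; growth measured after three days at 30 °C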
Anthrax LF inh2 – inhibitors of Bacillus anthracis lethal factor protease | hit rate 0.12% among 360,000 | P15917 | inhibition, % at 10 µM | AID 588501 | multiplex microsphere protease cleavage assay, LF; further: plate controls were buffer without enzyme for full effect and enzyme alone for no effect
Target sequence (P15917 whole entry, looked up): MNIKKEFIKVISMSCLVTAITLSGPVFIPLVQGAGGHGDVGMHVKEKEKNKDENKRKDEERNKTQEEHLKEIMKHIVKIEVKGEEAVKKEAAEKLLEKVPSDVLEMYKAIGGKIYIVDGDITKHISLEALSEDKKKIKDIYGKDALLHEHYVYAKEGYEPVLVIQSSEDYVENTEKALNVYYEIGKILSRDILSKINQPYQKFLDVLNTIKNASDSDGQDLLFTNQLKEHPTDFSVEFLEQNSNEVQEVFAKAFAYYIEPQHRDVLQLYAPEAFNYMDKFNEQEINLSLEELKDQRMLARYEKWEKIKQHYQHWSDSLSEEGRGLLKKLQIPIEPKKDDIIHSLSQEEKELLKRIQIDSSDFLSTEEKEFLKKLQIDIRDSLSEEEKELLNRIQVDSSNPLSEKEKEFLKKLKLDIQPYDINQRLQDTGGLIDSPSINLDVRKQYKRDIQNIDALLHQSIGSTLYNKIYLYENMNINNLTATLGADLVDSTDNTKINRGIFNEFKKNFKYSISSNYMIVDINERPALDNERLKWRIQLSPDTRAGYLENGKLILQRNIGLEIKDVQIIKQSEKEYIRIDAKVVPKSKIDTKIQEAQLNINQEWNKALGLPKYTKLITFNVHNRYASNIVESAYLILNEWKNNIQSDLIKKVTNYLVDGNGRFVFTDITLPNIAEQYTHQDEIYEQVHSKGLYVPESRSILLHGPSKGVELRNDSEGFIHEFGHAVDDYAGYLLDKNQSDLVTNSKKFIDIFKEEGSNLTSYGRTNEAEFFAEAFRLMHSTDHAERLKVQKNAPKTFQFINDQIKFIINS
Numbers without * were called inactive; ? = inconclusive; nt = no result given; & = joins results of further samples. Unless noted, no stated cut-off is given here; in the data, active means inhibition above about 30%; inconclusive means no clear call, values can overlap the other calls; inactive means below that.

SMILES | CCHF vOTU inh | BoNT F protease | BoNT A protease | Y pestis TopoI | FadD28 FP inh | TcdB GH inh | PrPC TRFRET | PfHsp40 rescue | Anthrax LF inh2
Cc1cc2c(cc3c(=O)n(CC(=O)NCCCN4CC(C)CC(C)C4)ncn32)s1 (stereo not drawn) | 1.7 | 1.8 | 0.1 | 0.6 | -3.6 | -0.1 | -5.0 | -0.7 | -0.7
CCc1ccccc1NC(=O)c1cc2sccc2n1C | -1.9 | -0.3 | -0.3 | 7.5 | -4.5 | 2.6 | -6.2 | -0.8 | -2.4
COc1cccc(NC(=O)CN(C)CC(=O)NC(C)c2ccccc2)c1 (stereo not drawn) | -9.1 | 6.7 | 0.6 | 8.4 | -1.4 | 1.2 | 9.5 | -2.3 | -5.5
COc1ccccc1CNC(=O)N/C=C/c1ccc(Cl)cc1 | -8.8 | 0.1 | 0.6 | 6.0 | -1.3 | 1.3 | 8.1 | -2.3 | -5.1
Cc1ccc(S(=O)(=O)N2CCC[C@H]2C(=O)OCC(=O)Nc2ccc3c(c2)OCO3)cc1 | 6.0 | nt | nt | 5.3 | -2.5 | 0.4 | 6.4 | -0.4 | nt
Nc1ccc(-c2cc(NC=O)c3ncc(-c4cccc(C(F)(F)F)c4)n3c2)cn1 | 7.7 | -3.6 | -0.6 | -1.1 | -1.9 | 0.5 | -9.3 | nt | -6.9
COc1ccc(C2C(C(C)=O)=C(C)Nc3ncnn32)cc1 (stereo not drawn) | -2.0 | ? | -10.4 | 3.3 | -1.8 | 2.0 | 5.3 | -1.6 | -12.4
Cn1c(C(=O)O)c(CC(=O)NCC2COc3ccccc3O2)c2ccccc21 (stereo not drawn) | 10.0 | 23.7 | -0.5 | -1.6 | -1.0 | nt | -3.4 | -2.6 | -2.6
CC(C)(C)OC(=O)C[C@@H]1C/C=C\C[C@@H](CC(=O)N(CCO)Cc2ccccc2)C(=O)N[C@H](Cc2c[nH]c3ccccc23)COC1=O | 0.3 | -9.3 | -0.2 | 19.1 | -0.2 | -0.1 | -2.8 | 0.2 | -2.1
COc1cc(/C=C/C(=O)OCC(=O)NCCc2ccc(S(N)(=O)=O)cc2)ccc1OCC#N | -9.0 | -7.3 | 1.9 | -7.4 | -1.4 | 0.5 | -5.2 | 1.4 | 1.9
Cc1cc(C(=O)Nc2ccc(Nc3ccccc3)cc2)ccc1[N+](=O)[O-] | -2.3 | ? | 1.5 | -16.6 | -0.3 | -1.4 | -1.8 | 1.8 | -25.8
CCN(CC)CCCN=C(C)c1c(O)n(-c2ccccc2)c(=O)[nH]c1=O | -4.8 | -0.1 | ? | -1.1 | 0.4 | nt | 1.8 | 0.5 | -2.2
Cn1cc(CNC(=O)C2CCC(=O)N(Cc3ccccc3F)C2)cn1 (stereo not drawn) | -3.2 | -0.7 | -2.3 | -0.8 | nt | -0.2 | 6.3 | -1.7 | -0.2
COCCNS(=O)(=O)c1cc(-c2nn(C)c(=O)c3ccccc23)ccc1C | 15.2 | 16.0 | 0.3 | -4.1 | -3.9 | nt | 4.8 | -2.1 | -0.8
CCOC(=O)N1CCN(C(=O)COc2ccc3ccccc3c2Br)CC1 | 4.3 | -4.8 | 0.6 | 35.3 | -1.3 | 0.0 | 49.6* | 0.2 | -1.2
CC(O)Cc1nsc(NC(=O)c2ccc(Br)o2)n1 (stereo not drawn) | 6.8 | 21.0 | ? | -3.4 | -4.5 | nt | -7.1 | 0.3 | -20.5
O=C(CCNS(=O)(=O)/C=C/c1ccccc1)NCCc1c[nH]c2ccccc12 | -10.9 | -4.7 | -1.7 | 2.8 | -0.8 | -0.6 | 7.1 | 0.3 | -1.7
O=C(O)CCC(=O)N1CCN(c2ncccn2)CC1 | -12.9 | -6.3 | -0.7 | 5.9 | -3.2 | 0.9 | 3.0 | -0.1 | -6.1
COCCn1c(=O)[nH]c2cc(C(=O)N3CCN(c4cccc(Cl)c4)CC3)ccc2c1=O | -2.5 | -6.0 | -3.1 | 35.5 | nt | 2.7 | 0.6 | 1.8 | 1.6
Cn1c(N)c(C(=O)COC(=O)c2cc3ccccc3cc2O)c(=O)n(C)c1=O | 7.2 | 6.7 | 0.0 | -5.2 | -1.6 | 1.0 | 2.5 | -1.7 | 3.0
CCOC(=O)c1c(/N=C/N(C)C)sc(C)c1C | -0.5 | 1.5 | -0.3 | 6.7 | -6.1 | -0.1 | 6.3 | 6.7 | -2.1
C=CCn1c(SCC(=O)c2c(N)n(C)c(=O)n(C)c2=O)nc2sc(C)c(C)c2c1=O | -6.3 | -10.9 | -0.7 | -0.9 | -2.6 | nt | -0.7 | -0.8 | -4.2
CCOC(=O)C1CCN(c2nnc(N3CCCC3=O)s2)CC1 | 11.1 | nt | nt | 2.4 | -1.4 | nt | -2.1 | 12.1 | nt
CCCCOCCOC(=O)C1OC1(C)c1ccccc1 (stereo not drawn) | 4.3 | -4.2 | 0.1 | 3.3 | -0.6 | -0.2 | -5.0 | nt | -8.1
CCCN(CC(=O)Nc1ccccc1C)C(=O)c1ccc2[nH]c3c(c2c1)CC(C)CC3 (stereo not drawn) | 22.9 | -20.4 | -0.2 | 8.6 | -3.8 | -0.1 | 0.2 | 8.2 | -2.0
O=C(NCc1ccco1)c1cc(Cl)nc(Cl)c1 | 0.6 | 8.6 | -0.3 | 6.5 | 2.1 | 0.6 | 11.3 | -1.0 | -6.6
C/C(=N/NC(=O)c1ccc2c(c1)OCO2)c1ccc(Br)s1 | 14.2 | -2.8 | -0.4 | 0.8 | -0.3 | -0.1 | 12.1 | -0.2 | 0.0
O=C(c1ccccc1N(Cc1ccccc1)S(=O)(=O)c1ccccc1)N1CCOCC1 | 4.6 | -10.3 | -2.0 | 11.7 | 0.1 | 2.3 | -4.6 | 0.2 | -4.9
CCOc1ccccc1NS(=O)(=O)c1ccc2c(c1)n(C)c(=O)c(=O)n2C | 17.8 | -3.1 | -0.5 | 5.2 | -2.7 | nt | 12.4 | -0.6 | -3.2
Cc1cc(=O)n2c(n1)OC(CO)C2 (stereo not drawn) | 1.9 | -3.3 | -0.4 | 4.0 | 0.1 | -0.9 | 2.5 | 20.9 | -4.4
CCOC(=O)/C=C1\SCC(=O)N1CC(=O)Nc1ccc(OC)c(OC)c1 | 3.2 | -2.6 | -0.8 | 3.8 | 0.4 | nt | 3.8 | -0.7 | 1.2
O=C(CSCc1ccccc1Cl)NN=C1CCCCCC1 | 11.2 | -5.8 | 0.2 | 1.8 | -2.7 | nt | 7.4 | -0.3 | -1.3
CC(C)COC(=O)N(C)C[C@H]1OCc2cnnn2CCCC(=O)N([C@@H](C)CO)C[C@H]1C | 7.0 | -7.5 | -0.1 | -11.4 | 0.3 | 0.2&0.0 | 1.5 | nt | -2.3
O=C1CC(N2CCC(c3nc4ccccc4[nH]3)CC2)C(=O)N1c1cccc(F)c1 (stereo not drawn) | 8.2 | -1.5 | -0.5 | 7.8 | -2.0 | -0.1 | -2.4 | 1.3 | -1.5
CC1=CC(c2ccccc2)=NS(=O)(=O)N1 | 1.3 | -4.9 | 0.4 | -6.1 | -2.7 | 1.0 | 3.2 | 1.0 | -1.1
Cn1c(CCNC(=O)c2ccc(Cl)c(Cl)c2)nnc1SCc1ccc(Cl)c(Cl)c1 | -9.3 | -7.4 | -0.7 | -4.9 | -5.1 | nt | 4.4 | 1.8 | -1.8
COc1ccc(NC(=O)COc2ncnc3ccccc23)cc1S(=O)(=O)N1CCOCC1 | -2.8 | 4.1 | 0.2 | 2.3 | 0.2 | -0.5 | -1.6 | -0.3 | -2.7
Cc1ccc(NS(=O)(=O)c2cccc([N+](=O)[O-])c2)nc1 | -7.5 | 1.8 | 1.5 | 5.5 | 0.1 | 0.5 | -14.2 | 1.2 | 9.5
CC(=O)Nc1ncnc2c1c(-c1ccc(Cl)cc1)nn2C(C)(C)C | -34.6 | 2.3 | 0.4 | -7.3 | -4.9 | 4.5 | 6.0 | ? | -2.9
Cn1cccc1C(=O)OCC(=O)N1CCN(c2ccccc2)CC1 | 25.3 | -5.8 | -0.3 | 1.2 | -1.5 | -0.1 | -5.6 | -0.6 | -1.9

Looked up by structure from the list above:
SMILES | CCHF vOTU inh | BoNT F protease | BoNT A protease | Y pestis TopoI | FadD28 FP inh | TcdB GH inh | PrPC TRFRET | PfHsp40 rescue | Anthrax LF inh2
COc1ccc(NC(=O)COc2ncnc3ccccc23)cc1S(=O)(=O)N1CCOCC1 | -2.8 | 4.1 | 0.2 | 2.3 | 0.2 | -0.5 | -1.6 | -0.3 | -2.7
CC(=O)Nc1ncnc2c1c(-c1ccc(Cl)cc1)nn2C(C)(C)C | -34.6 | 2.3 | 0.4 | -7.3 | -4.9 | 4.5 | 6.0 | ? | -2.9
Cn1c(CCNC(=O)c2ccc(Cl)c(Cl)c2)nnc1SCc1ccc(Cl)c(Cl)c1 | -9.3 | -7.4 | -0.7 | -4.9 | -5.1 | nt | 4.4 | 1.8 | -1.8
CC(C)COC(=O)N(C)C[C@H]1OCc2cnnn2CCCC(=O)N([C@@H](C)CO)C[C@H]1C | 7.0 | -7.5 | -0.1 | -11.4 | 0.3 | 0.2&0.0 | 1.5 | nt | -2.3

Following part:
SMILES | CCHF vOTU inh | BoNT F protease | BoNT A protease | Y pestis TopoI | FadD28 FP inh | TcdB GH inh | PrPC TRFRET | PfHsp40 rescue | Anthrax LF inh2
CCCCN1C(=O)C(CC(=O)NCCCN(C)C)CC(C(=O)N(C)C)=C1C (stereo not drawn) | 3.9 | 4.7 | 0.1 | 4.6 | -1.3 | 0.4 | -9.8 | nt | 2.7
Cc1cccc(N2CCN(Cc3nc(-c4cccc(Oc5ccccc5)c4)oc3C)CC2)n1 | -7.1 | -1.7 | -0.5 | 44.0 | -0.9 | nt | -0.6 | -0.6 | -4.0
CCCNC(=O)c1cc(C2CCCCN2C(=O)c2ccc(NC(C)=O)cc2)on1 (stereo not drawn) | 2.8 | -2.4 | -0.5 | -1.0 | -1.3 | -0.3 | -9.1 | nt | -0.9
CCc1ccccc1NC(=O)CSc1nnc([C@@H]2CCCN2C(=O)OC(C)(C)C)o1 | 8.3 | -37.2 | -1.9 | -1.4 | 0.1 | nt | 1.6 | 1.3 | -11.0
CCN1C(=O)[C@@H]2[C@H](C1=O)[C@@H]1C(=O)Nc3ccccc3C(=O)N1[C@@H]2c1ccccc1 | 0.6 | -4.8 | -0.7 | -0.3 | -3.2 | -0.4 | 1.9 | 1.1 | 2.3
Nc1nc(-c2cccnc2)nn1C(=O)Cc1ccccc1 | 6.8 | -2.0 | 0.5 | 1.7 | 0.4 | nt | -6.2 | -1.1 | -2.0
CCOC(=O)Cc1csc(NC(=O)COc2ccccc2OC)n1 | 4.7 | 6.7 | 0.2 | 7.5 | 0.5 | nt | -4.3 | 0.4 | -4.5
CC(=O)Nc1cccc(OCC(O)Cn2cnc3ccccc32)c1 (stereo not drawn) | -4.8 | -3.7 | ? | -2.5 | -1.4 | nt | -3.8 | 0.8 | -1.2
Cc1sc(NC(=O)CSc2nnnn2C)c(C#N)c1C | -5.7 | -1.6 | -0.8 | 1.5 | -1.7 | -4.4 | -3.2 | 1.7 | 1.6
CC(=O)N1CCN(CC(=O)Nc2cc(S(=O)(=O)N3CCCCC3)ccc2C)CC1 | -5.2 | -3.3 | 0.1 | 2.9 | -3.3 | 0.5 | -2.1 | 0.1 | 5.9
COc1ccc(/C=C2\C(=O)N(c3c(Cl)cc(Cl)cc3Cl)N=C2NC(=O)c2cccc([N+](=O)[O-])c2)cc1 | nt | -3.1 | -1.1 | -9.7 | 8.4* | nt | nt | -0.2 | -4.0
CCc1nn(C(CC)C(=O)NCc2cccs2)c(=O)c2cc3occc3n12 (stereo not drawn) | 1.3 | -3.8 | 0.4 | -3.0 | -4.2 | -3.4 | -1.3 | -1.0 | 3.0
COc1ccc(CCN2C(=O)C(Oc3ccccc3C)C2c2ccc3c(c2)OCO3)cc1OC (stereo not drawn) | -0.7 | 4.5 | 0.1 | 15.4 | -4.3 | nt | 9.2 | 2.0 | -1.8
Cc1cc(C)c(S(=O)(=O)N2CCOC2CNC(=O)C(=O)NCc2ccncc2)c(C)c1 (stereo not drawn) | -1.5 | -10.2 | -0.6 | -12.8 | 0.5 | 1.8 | -3.2 | 0.5 | -2.2
